# p53 reactivator: re-activators of mutant p53 | Potency, µM (top dose mostly 92.2 µM), without a hit: at the top dose activity change, positive = activation, most hits filed as activators | AID 504706 | H1299 p53-A138V BP100-luciferase reporter, luminescence, 24 h | actives 0.063% (n = 320,000); note: % of control where 0% means no effect; nearly all actives have a fitted effect of over 45% in size
#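 H1299 (p53-null), stable ts p53-A138V + BP100-Luc; 1000 cells/well, Opti-MEM/10% FBS; cpd 4 pt, 1:5; 24 h, 37 deg C, 5% CO2; detection reagent 10 min RT; luminescence.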
# BRCA1 expr up: activators of BRCA1 expression. AID 624202. MCF7-BRCA1-FFLuc reporter, luminescence, 48 h; response scale: scaled: vehicle 0%, 10 µM genistein 100%. Potency, µM (doses to about 46.1 µM), for inactives: at the top dose activation, usual class: activators. actives 1.1% (n = 380,000); note: nearly all actives have a fitted effect of over 80% in size; some results filed as inactive show a strong effect at the top dose
#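 Using MCF7 cells harboring a BRCA1 firefly luciferase reporter, plated 2 h before compound pinning, the screen measured luminescence after 48 h incubation. Responses were normalized to DMSO and 10 microM genistein, then fitted for concentration-effect.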
# VP16 counter: counter-screen for ROR gamma inhibitors: Gal4-VP16 reporter | Drosophila S2 Gal4-VP16 UAS-luciferase, luminescence, 20 h | Potency, µM (titrated, usually from 53.6 µM), inactives show top-dose activity, negative = inhibition, most hits filed as inhibitors | actives 3.5% (n = 310,000) | AID 2546;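 note: Gal4-VP16 expression switched on by copper sulfate through the metallothionein promoter; % is set by controls: 0 for no effect and ±100 for the full control effect; nearly all actives have a fitted effect of over 50% in size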
# Rab9 prom act: activators of Rab9 promoter; Huh7 Rab9 promoter-luciferase reporter, luminescence, 24 h; Potency, µM (doses to about 9.22 µM), inactives show at the highest dose activation, negative = inhibition, actives largely listed as activators; actives 2.8% (n = 320,000); note: % of control where 0% means no effect; nearly all actives have a fitted effect of over 60% in size
#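 Luminescence from Amplite-detected luciferase (10 minutes, ambient) reports Rab9 promoter activation. Before that, stable Rab9-luciferase Huh7 cells (1500/well, reduced-serum OP-MEM I plus 10% FBS) were exposed to compound for 24 hours at 37C.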
# FLuc modulator: counter-screen for miR-21 project: firefly luciferase inhibitors or activators; P08659; purified FLuc, Km substrates, luminescence inhibition; Potency, µM (titrated, usually from 57.5 µM), without a hit: at the top dose activity change, negative = inhibition, hits mostly inhibitors; actives 6.9% (n = 360,000); AID 588342;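 note: plate controls were vehicle for no effect and reference inhibitor for full effect; nearly all actives have a fitted effect of over 55% in size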
# Target sequence (P08659 whole entry, looked up): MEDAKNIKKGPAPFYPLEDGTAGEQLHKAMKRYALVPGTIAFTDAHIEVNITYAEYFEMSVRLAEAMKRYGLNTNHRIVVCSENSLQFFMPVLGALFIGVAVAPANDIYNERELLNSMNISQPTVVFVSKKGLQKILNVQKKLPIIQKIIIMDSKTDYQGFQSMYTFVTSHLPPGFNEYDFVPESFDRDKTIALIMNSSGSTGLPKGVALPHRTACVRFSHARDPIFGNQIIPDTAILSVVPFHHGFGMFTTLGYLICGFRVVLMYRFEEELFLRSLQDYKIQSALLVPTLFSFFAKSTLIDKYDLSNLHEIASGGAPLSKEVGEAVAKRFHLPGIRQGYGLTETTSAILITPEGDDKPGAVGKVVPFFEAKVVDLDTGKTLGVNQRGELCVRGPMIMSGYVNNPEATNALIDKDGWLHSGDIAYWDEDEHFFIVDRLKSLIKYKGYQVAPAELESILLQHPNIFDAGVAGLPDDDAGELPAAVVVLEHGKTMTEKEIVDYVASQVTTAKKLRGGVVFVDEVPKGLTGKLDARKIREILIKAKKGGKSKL
#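 Purified P. pyralis luciferase, 10 nM final, with Km-level 10 uM D-luciferin and 10 uM ATP in 50 mM Tris acetate pH 7.5, 10 mM Mg acetate, 0.01% Tween-20, 0.05% BSA; 6-point qHTS titration about 60 µM downward; luminescence read.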
# RORg inh: inhibitors of mouse ROR gamma transcriptional activity; Drosophila S2 Gal4-RORgamma UAS-luciferase reporter, 20 h; Potency, µM (doses to about 53.6 µM), for the others: top-dose activity change, negative = inhibition, actives largely listed as inhibitors; actives 5.4% (n = 310,000); note: % is set by controls: 0 for no effect and ±100 for the full control effect; nearly all actives have a fitted effect of over 60% in size
#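 Schneider cells (Drosophila), stable Gal4 DBD–ROR gamma + UAS-luc; 1 hr cmpd preincubation; Cu2+ induction 700 uM final; 20 hr ambient; luminescence.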
# CXXC DNA block: inhibitors of human MLL CXXC domain-DNA interaction; Q03164; MLL-CXXC / FITC-HOXA9 DNA fluorescence polarization; Potency, µM (titrated, usually from 115 µM), for inactives: at the top dose activity change, negative = inhibition, usual class: inhibitors; actives 0.037% (n = 290,000); AID 2662; active = well fitted inhibition curve with a large enough effect in the polarisation, with a control signal flat, not every such curve was filed as active; inconclusive = small, poorly fitted or top-dose-only effect, or effect the other way, or a change in a side signal; inactive = no such curve, though single readings can be large or run the other way; the % refers to the polarisation
#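 Purified MLL-CXXC (added from a 7 uM solution) was preincubated 5 min at ambient with pinned compounds in 50 mM Tris-HCl pH 7.5, 50 mM NaCl, 1 mM DTT, 0.05% BSA. Fluorescein-labeled HOX-A9 DNA (50 nM solution) followed, 30 min, then polarization read.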
# uPA generation: blocks generation of uPA at the cell surface | Potency, µM (top dose mostly 38.3 µM), for inactives: at the highest dose activity change, negative = inhibition, most hits filed as inhibitors | AID 540303 | cell surface uPA generation assay, qHTS | actives 0.31% (n = 330,000); active = well fitted inhibition curve with a large enough effect; inconclusive = small, poorly fitted or top-dose-only effect; inactive = no such curve, though single readings can be large or run the other way; tested in mouse RAW 264.7 cells; note: % is set by controls: 0 for no effect and ±100 for the full control effect; nearly all actives have a fitted effect of over 55% in size
# MBNL1-CUG inh: inhibitors of human MBNL1 binding to CUG repeat RNA; TR-FRET MBNL1-His/biotin-(CUG)12 binding, 665/545 ratio; Potency, µM (top dose mostly 57.5 µM), for inactives: top-dose activity change, negative = inhibition, usual class: inhibitors; Q9NR56; actives 0.036% (n = 280,000); active = well fitted inhibition curve with a large enough effect in the signal ratio, with a control signal flat, not every such curve was filed as active; inconclusive = small, poorly fitted or top-dose-only effect, or effect the other way, or a change in a side signal; inactive = no such curve, though single readings can be large or run the other way; the % refers to the signal ratio; note: % is set by controls: 0 for no effect and ±100 for the full control effect
# Target sequence (Q9NR56 whole entry, looked up): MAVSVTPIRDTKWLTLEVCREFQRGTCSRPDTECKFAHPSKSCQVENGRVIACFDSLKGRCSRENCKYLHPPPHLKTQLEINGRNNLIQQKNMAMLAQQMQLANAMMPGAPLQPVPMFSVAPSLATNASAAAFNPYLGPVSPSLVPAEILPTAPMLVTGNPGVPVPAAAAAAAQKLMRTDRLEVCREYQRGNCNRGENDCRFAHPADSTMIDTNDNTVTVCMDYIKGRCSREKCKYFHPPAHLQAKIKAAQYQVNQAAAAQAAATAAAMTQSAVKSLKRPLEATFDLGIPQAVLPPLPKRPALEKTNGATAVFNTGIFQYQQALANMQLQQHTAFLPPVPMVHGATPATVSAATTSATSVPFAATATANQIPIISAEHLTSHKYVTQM
#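 Compound titration spanned 92 nM–58 uM against the MBNL1-His/biotin-(CUG)12 complex. After 60 min at room temperature with 5 nM streptavidin-XL665 and 0.055 ng/ul terbium anti-His, ratiometric 665/545 nm emission (Ex 340 nm) normalized to controls.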
# NPC1 prom act: activates the NPC1 promoter; Huh7 NPC1 promoter luciferase reporter, 24 h; Potency, µM (top dose mostly 9.22 µM), for the others: top-dose activation, actives largely listed as activators; actives 2.4% (n = 320,000); AID 485313;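 note: % of control where 0% means no effect; nearly all actives have a fitted effect of over 60% in size; reporter is driven by a mutant NPC1 promoter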
#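 Huh7 cells stably carrying NPC1 promoter–luciferase, plated in Opti-MEM with 10% FBS for 2 h, were exposed to compound in DMSO for 24 h at 37 °C; luciferase reagent was added for 10 min and luminescence read.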
# ELG1 genotox: genotoxicity induction in ELG1-luciferase HEK293T cells | HEK293T ELG1-luciferase reporter, luminescence, 16 h | Potency, µM (titrated, usually from 46 µM), for the others: at the top dose activity change, positive = activation, actives largely listed as activators | actives 1.3% (n = 330,000) | AID 504466; note: % of control where 0% means no effect; nearly all actives have a fitted effect of over 60% in size
#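 Genotoxicity was scored as increased ELG1-luciferase reporter signal, measured by ONE-Glo luminescence (30 min, room temperature). Compound or vehicle exposure of the HEK293T reporter cells lasted 16 hr at 37°C.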
# The depositor's hits bear a star; ? = inconclusive; / = not tested or not shown; [ ] = remark or other dose. Unless noted, calls come from the whole dose curve; as a rule, active = well fitted curve in the direction sought with a large enough effect; inconclusive = small, poorly fitted or top-dose-only effect, or another doubt; inactive = no such curve, though single readings can be large; an effect the other way counts as inactive or inconclusive. Potency is the fitted concentration of half-maximal effect. These rows are one share of the data (hit frequency here may not be typical).
SMILES,p53 reactivator,BRCA1 expr up,VP16 counter,Rab9 prom act,FLuc modulator,RORg inh,CXXC DNA block,uPA generation,MBNL1-CUG inh,NPC1 prom act,ELG1 genotox
Cc1oc(-c2ccc(Cl)cc2)cc1-c1nn2c(-c3ccco3)nnc2s1,-1.1%,/,2.5%,12.6%,0.4%,0.0%,-8.8%,/,6.5%,?,0.3%
CCOc1cc(C=O)ccc1OCCSc1ccc(C)cc1,1.3%,0.8%,?,-5.1%,-4.6%,?,5.8%,/,-3.1%,-1.1%,0.3%
Cc1nc2nc(C)c(NS(=O)(=O)c3ccc(CC(C)C)cc3)c(=O)n2[nH]1,-0.9%,0.1%,8.1%,6.7%,-4.2%,-17.7%,-15.0%,-1.0%,-22.8%,10.0%,3.4%
COc1ccc(CNC(=O)CCc2c[nH]c3ccccc23)cc1,-5.3%,-1.1%,-19.9%,-4.3%,-3.0%,16.1%,3.8%,0.6%,1.3%,-3.5%,-1.8%
CCOC(=O)CC1(C)NC(=O)c2c(C)sc(C(=O)OCC)c2N1 (configuration not stated),4.7%,-32.6%,9.1%,-0.3%,1.0%,5.2%,3.9%,-3.9%,-8.8%,-2.3%,-1.5%
COc1cccc2c1NC(C(=O)O)C1CC=CC21 (configuration not stated),-7.0%,-1.2%,?,1.5%,?,0.3%,-9.0%,-6.9%,?,-0.8%,0.7%
CCc1c(C)nc2c(C)cccc2c1SCCC#N,8.0%,-5.8%,3.3%,-12.7%,-2.9%,17.4%,4.0%,9.2%,12.8%,-3.1%,-5.4%
CCOC(=O)Cn1c(=O)c2c(nc(N3CCCCC3)n2C)n(C)c1=O,1.8%,-1.3%,-0.4%,-2.9%,-2.9%,10.5%,1.0%,-2.9%,-10.7%,-1.8%,-1.8%
O=C(CCc1ccccc1)NC(=S)Nc1cc(C(F)(F)F)ccc1N1CCOCC1,5.2%,-49.9%,?,-7.4%,4.5%,7.08µM*,-1.4%,/,-4.3%,1.7%,-10.2%
NC(=O)C1CCN(c2oc(-c3ccccc3F)nc2S(=O)(=O)c2ccc(Cl)cc2)CC1,3.2%,-20.6%,0.1%,0.0%,3.7%,-2.1%,-1.6%,-9.8%,-7.2%,0.4%,3.5%
O=C(Cc1cccc(C(F)(F)F)c1)OCC(=O)N1CCN(S(=O)(=O)c2ccc(Cl)cc2)CC1,-3.8%,5.3%,/,8.7%,4.4%,/,/,2.5%,/,5.6%,2.9%
COc1cc(/C=C/C(=O)OCC(=O)NCc2ccco2)cc(OC)c1OC,-8.1%,1.5%,-5.1%,-2.4%,-1.2%,-2.1%,0.3%,-3.4%,/,0.0%,14.1%
Nn1c(SCC(=O)Nc2ccccc2C(F)(F)F)nncc1=O,-8.2%,-10.5%,0.3%,4.8%,3.3%,?,21.8%,-0.5%,-1.4%,-4.1%,-7.6%
CC(OC(=O)CCC(=O)c1cccs1)C(=O)NC1CCCCC1C (configuration not stated),?,0.9%,/,-6.5%,/,/,/,-16.9%,/,0.1%,0.4%
N#Cc1c(NC(=O)CSc2nc(N)cc(=O)[nH]2)sc2c1CCCCCC2,2.9%,-66.2%,?,-11.9%,-1.6%,-4.2%,5.8%,-10.9%,-4.7%,-1.7%,-1.5%
O=C(c1cccc(S(=O)(=O)Nc2ccccc2Cl)c1)N1CCC1,7.0%,-6.0%,/,-1.3%,0.8%,/,/,-2.4%,/,10.9%,-0.6%
CCCCN(CCCC)C(=O)C1CC=CCC1C(=O)O (configuration not stated),-2.9%,-14.1%,-2.7%,-5.7%,2.2%,-0.2%,-9.5%,0.7%,-6.5%,-1.7%,-0.4%
CCC(C)N(C(=O)COC(=O)c1cc([N+](=O)[O-])ccc1N1CCOCC1)C1CCS(=O)(=O)C1 (configuration not stated),-0.7%,-7.3%,/,-3.6%,2.5%,/,/,-13.3%,/,1.4%,24.0%
COc1cc(C(c2c(C)[nH][nH]c2=O)c2c(C)[nH][nH]c2=O)cc(Cl)c1O,/,-0.7%,/,13.1%,-0.2%,/,-3.6%,-1.8%,-1.8%,-1.1%,4.6%
CCc1cccc2c(C(=O)COC(=O)c3ccc([N+](=O)[O-])s3)c[nH]c12,3.1%,-63.4%,-7.4%,-8.5%,?,-25.1%,6.0%,-9.8%,?,-2.3%,0.1%
O=C(CCCCCn1c(=O)[nH]c2ccccc2c1=O)N1CCN(Cc2ccc3c(c2)OCO3)CC1,-4.3%,-25.4%,-13.1%,-9.7%,-0.5%,30.5%,4.0%,-7.2%,-16.0%,0.3%,-17.0%
Cc1ccc(S(=O)(=O)NC(=O)NC(C)(C)C)cc1,0.1%,0.9%,1.2%,-0.3%,10.2%,-25.5%,2.9%,-0.1%,-12.9%,2.3%,1.8%
COCCNC(=O)C(c1ccco1)N(C(=O)Cn1nnc2ccccc21)c1ccc(C)cc1C (configuration not stated),-11.1%,-5.9%,6.1%,-1.1%[1.84 µM],0.9%,-6.7%,1.9%,2.4%,-1.3%,-4.1%,-0.3%
COC(=O)c1ccccc1NC(=O)Nc1cc(C)cc(C)n1,3.9%,6.4%,-6.7%,3.2%,5.5%,7.7%,-0.3%,2.5%,5.3%,0.8%,0.6%
O=C(c1ccc(Cl)c(S(=O)(=O)N2CCOCC2)c1)N(Cc1nnc(-c2ccccc2Cl)o1)C1CC1,4.7%,-3.3%,/,-2.2%,1.9%,/,/,-11.1%,/,-1.4%,-7.5%
CC(CCc1ccc(O)cc1)NCc1ccc(Cl)cc1Cl (configuration not stated),9.6%,-16.7%,-3.6%,0.7%,-1.0%,-2.3%,6.0%,-7.9%,-4.2%,-4.1%,-1.6%
Cc1ccc(NC(=O)CN(C)CC(=O)Nc2ccccc2C#N)cc1,-4.5%,4.9%,0.9%[10 µM],0.4%,-3.6%,28.2%,?,-1.6%,3.4%,-0.9%,2.7%
Cc1ccc(-n2nc3c(=O)n(CCCC(=O)NCc4ccccc4Cl)nc(C)c3c2C)cc1,1.0%,-9.3%,3.0%,-1.1%,?,33.2%,15.9%,1.0%,2.0%,-4.1%,-6.9%
CO/N=C/c1c(-c2ccccc2)nn(C)c1Cl,-3.2%,-12.9%,-2.6%,-4.1%,0.7%,6.7%,2.1%,0.0%,2.1%,-4.1%,-6.0%
CCCC(=O)Nc1ccc2c(c1)nc1n2CCN(CCOC)C1,0.3%,-9.5%,-1.2%,9.8%,0.0%,-20.8%,12.4%,3.0%,-6.1%,10.2%,0.4%
CC(C)CN(C(=O)COc1ccc(C(C)(C)C)cc1)C1CCS(=O)(=O)C1 (configuration not stated),-3.2%,-21.1%,/,-5.5%,3.4%,/,/,2.4%,/,1.5%,6.2%
S=c1[nH]nc(COc2ccccc2)n1/N=C/c1ccc(Cl)cc1Cl,2.8%,-14.4%,-20.7%,-1.7%,1.5%,7.08µM*,-23.5%,3.6%,0.0%,-0.6%,1.5%
Cc1occc1C(=O)N1CCN(C(=O)C2CCCO2)CC1 (configuration not stated),0.6%,7.9%,1.2%,1.7%,2.7%[2.3 µM],-3.3%,-2.9%,/,-6.1%,-1.6%,-2.0%
COc1ccc(N=C2CCS(=O)(=O)c3sccc32)cc1,6.3%,?,4.3%[10 µM],-4.6%,?,-9.5%,-7.8%,/,2.1%,7.6%,?
COc1cccc(N2CCN(S(=O)(=O)c3cc4c(cc3Cl)NC(=O)CO4)CC2)c1,/,-8.4%,-9.4%,2.7%,5.6%,-33.3%,/,2.0%,2.0%,-1.3%,10.0%
Cc1cccc(C)c1OCC(=O)Nc1c(C)nn(C)c1C,-0.2%,16.6%,3.4%,4.8%,0.5%,-26.8%,-2.5%,2.0%,2.9%,-1.0%,0.9%
Oc1ccc(/C=N/Nc2nc(N3CCCC3)nc(N3CCCC3)n2)cc1O,9.4%,-42.6%,-24.5%,-20.7%,?,?,-0.9%,-17.9%,23.7%,-11.3%,-0.2%
O=C(Nc1ccc(N2CCCC2)cc1)C(Cl)c1ccccc1 (configuration not stated),?,-11.5%,2.5%,24.7%,8.49µM*,-11.9%,-9.8%,-5.9%,20.2%,-1.2%,10.9%
O=C(NC1=NCCS1)c1cc(-c2ccc(-c3ccccc3)cc2)nc2ccccc12,?,?,5.01µM*,1.78µM*,0.849µM*,3.55µM*,/,-14.5%,/,3.98µM*,13.5%
CCC(=O)Nc1cccc(C2=NOC3(C2)C[C@@H](C(N)=O)N(C(=O)COc2ccc(Cl)cc2)C3)c1 (some centres not stated),-1.1%,-3.5%,2.2%,-4.2%,-3.9%,-1.2%,2.7%,-4.0%,-14.9%,-4.7%,3.2%
